Screens (PubChem BioAssay)
ROS inducer: ROS inducers in U2OS cancer cells, primary screen, cell-based, H2DCF-DA fluorescence. U2OS ROS induction. ROS induction (% of piperlongumine), % at 10 µM. 2% of 46,000 active; in the data active = ROS induction above about 79%, passing the limit was not always enough; inconclusive = no clear call, values can overlap the other calls;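 note: 0% = DMSO vehicle median and 100% = reference compound median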
* = called active by the depositor; ? = inconclusive.

SMILES	ROS inducer
COC(CNC(=O)c1ccc(CNC(=O)c2cccc(Br)c2)cc1)OC	5.5
C[C@@H]1CN([C@H](C)CO)C(=O)c2cc(NC(=O)c3ccncc3)ccc2O[C@@H]1CN(C)C(=O)Nc1cccc2ccccc12	-0.6
COc1cc(NC(=O)COc2cc(C)c(Cl)c(C)c2)c(C(=O)O)cc1OC	-12.2
C[C@@H]1CN([C@H](C)CO)C(=O)Cc2cc(NC(=O)C3CCCCC3)ccc2O[C@@H]1CN(C)C(=O)Nc1ccc(F)cc1	2.2
CC1(C)CC[C@]2(C(=O)O)CC[C@]3(C)C(=CCC4[C@@]5(C)CC[C@H](O[C@@H]6OC[C@H](O)[C@H](O)[C@H]6O)[C@@](C)(CO)C5CC[C@]43C)C2C1 (some centres undefined)	5.4
C[C@H](CO)N1C[C@H](C)[C@H](CN(C)S(=O)(=O)c2cn(C)cn2)Oc2c(NC(=O)Nc3ccc(C(F)(F)F)cc3)cccc2C1=O	-4.7
COc1ccccc1C(=O)N(Cc1nc(-c2ccc(Cl)cc2)no1)C(C)C	8.9
C[C@H](CO)N1C[C@H](C)[C@H](CN(C)S(=O)(=O)c2ccccc2)Oc2ccc(NS(=O)(=O)c3ccc(Cl)cc3)cc2C1=O	13.4
C[C@H]1CN([C@@H](C)CO)C(=O)c2cccc(NC(=O)C3CCCCC3)c2O[C@H]1CN(C)S(=O)(=O)c1cn(C)cn1	-4.5
Cc1ccc(S(=O)(=O)NC(C)C(=O)Nc2ccc(F)c(Cl)c2)cc1 (centres undefined)	17.8
Cc1cc(Br)cc2c1N(C)C(=O)/C2=C1\SC(=Nc2ccc(F)cc2)NC1=O	-3.8
Cc1noc(C)c1NC(=O)Nc1cccc2c1O[C@H](CN(C)CC1CC1)[C@@H](C)CN([C@H](C)CO)C2=O	3.2
CCc1ccc(NS(=O)(=O)c2ccc3c(c2)OCCN3C(C)=O)cc1	-10.1
CC(C)c1ccccc1NC(=O)c1cc2ccccc2o1	12.5
O=S(=O)(Cc1ccccc1)NCc1ccccc1	-8.0
COC(=O)c1cc(S(=O)(=O)N2CCOCC2)cn1C	-11.6
C[C@@H]1CN([C@@H](C)CO)C(=O)c2cc(NS(C)(=O)=O)ccc2O[C@H]1CN(C)CC1CC1	-10.3
C[C@H]1CN([C@@H](C)CO)C(=O)Cc2cc(NC(=O)Cc3cn(C)c4ccccc34)ccc2O[C@H]1CN(C)S(C)(=O)=O	-3.7
COc1ccc(OC)c(NC(=O)C(C)N2c3cccc4cccc(c34)S2(=O)=O)c1 (centres undefined)	21.9
C[C@@H]1CN([C@H](C)CO)C(=O)CCCn2nncc2CO[C@H]1CN(C)C(=O)Nc1ccc(-c2cccs2)cc1	12.2
Cc1ccc(S(=O)(=O)Nc2ccc3c(c2)C(=O)N([C@H](C)CO)C[C@H](C)[C@@H](CN(C)C(=O)c2ccncc2)OCCCC[C@@H](C)O3)cc1	17.0
C[C@H]1CN([C@@H](C)CO)C(=O)c2cc(NC(=O)Cn3cnnn3)ccc2O[C@@H]1CN(C)Cc1ccc(C(=O)O)cc1	-5.2
Cc1noc(C)c1NC(=O)Nc1cccc2c1O[C@H](CN(C)S(=O)(=O)c1cn(C)cn1)[C@H](C)CN([C@H](C)CO)C2=O	-1.8
COc1ccc(S(=O)(=O)Nc2ccc3c(c2)C(=O)N([C@@H](C)CO)C[C@@H](C)[C@H](CN(C)Cc2ccc(Cl)c(Cl)c2)O3)cc1	35.6

Some values from the results shown:
`Cc1noc(C)c1NC(=O)Nc1cccc2c1O[C@H](CN(C)S(=O)(=O)c1cn(C)cn1)[C@H](C)CN([C@H](C)CO)C2=O` – ROS inducer = -1.8
`COc1ccc(S(=O)(=O)Nc2ccc3c(c2)C(=O)N([C@@H](C)CO)C[C@@H](C)[C@H](CN(C)Cc2ccc(Cl)c(Cl)c2)O3)cc1` – ROS inducer = 35.6

(continued)
SMILES	ROS inducer
Cc1noc(C)c1NC(=O)Nc1cccc2c1O[C@H](CN(C)C(=O)Nc1ccc(F)cc1)[C@H](C)CN([C@@H](C)CO)C2=O	-5.5
O=C(CSc1nc2ccccc2nc1SCC(=O)N1CCCCC1)N1CCCCC1	-4.3
CC(=O)c1cccc(NC(=O)Cn2cnc3c2c(=O)n(C)c(=O)n3C)c1	-12.9
C[C@@H]1CN([C@@H](C)CO)C(=O)c2cc(NC(=O)NC3CCCCC3)ccc2O[C@H]1CN(C)Cc1ccncc1	-1.3
COc1ccc(S(=O)(=O)Nc2ccc3c(c2)C(=O)N([C@H](C)CO)C[C@H](C)[C@H](CN(C)S(C)(=O)=O)OCCCC[C@@H](C)O3)cc1	18.0
O=C(Nc1cc(Cl)ccc1Cl)c1cc(S(=O)(=O)NC2CCCC2)ccc1F	27.4
Cn1c(-c2cc(Br)cs2)nc(=O)c2cc(Cl)ccc21	19.0
Cc1c(Br)c([N+](=O)[O-])nn1C(C)C(=O)NCc1ccco1 (centres undefined)	-12.6
CC(=O)N1CCC(N(C(=O)Nc2ccccc2)C(C)C)CC1	-3.7
O=C1Nc2ccccc2C(O)(C(=O)NC2CC2)N1c1ccccc1 (centres undefined)	-19.0
FC(F)(F)c1ccc(CSc2c[nH]c3ccccc23)cc1	-2.4
CC(C(=O)O)c1cccc(C(=O)c2ccccc2)c1 (centres undefined)	5.4

Sorted by SMILES length (ascending): part of the list above.
SMILES	ROS inducer
O=C1Nc2ccccc2C(O)(C(=O)NC2CC2)N1c1ccccc1 (centres undefined)	-19.0
O=C(CSc1nc2ccccc2nc1SCC(=O)N1CCCCC1)N1CCCCC1	-4.3
O=C(Nc1cc(Cl)ccc1Cl)c1cc(S(=O)(=O)NC2CCCC2)ccc1F	27.4
Cc1noc(C)c1NC(=O)Nc1cccc2c1O[C@H](CN(C)C(=O)Nc1ccc(F)cc1)[C@H](C)CN([C@@H](C)CO)C2=O	-5.5
COc1ccc(S(=O)(=O)Nc2ccc3c(c2)C(=O)N([C@H](C)CO)C[C@H](C)[C@H](CN(C)S(C)(=O)=O)OCCCC[C@@H](C)O3)cc1	18.0

Continuation:
SMILES	ROS inducer
C[C@@H]1CN([C@@H](C)CO)C(=O)c2cc(NS(=O)(=O)c3ccc(Cl)cc3)ccc2O[C@@H]1CN(C)C(=O)Nc1ccccc1	-7.9
CCCC(=O)Nc1ccc2c(c1)C(=O)N(CCC(=O)O)C2=O	-11.7
COc1ccc(CN(C)C[C@H]2Oc3ccc(NC(=O)Cc4cn(C)c5ccccc45)cc3C(=O)N([C@@H](C)CO)C[C@H]2C)cc1	2.7
CCCCN1C(=O)/C(=C2/Sc3ccc(OC)cc3N2C)SC1=S	9.2
C[C@@H]1CN([C@@H](C)CO)C(=O)c2cc(NS(=O)(=O)c3cccs3)ccc2O[C@@H]1CN(C)Cc1ccc2c(c1)OCO2	-4.5
C[C@H]1CN([C@@H](C)CO)C(=O)c2cccc(NC(=O)Nc3ccccc3)c2O[C@H]1CN(C)S(=O)(=O)c1cccs1	14.2
C[C@@H]1CN([C@@H](C)CO)C(=O)c2cc(NC(=O)NC3CCCCC3)ccc2O[C@@H]1CN(C)S(=O)(=O)c1ccc(Cl)cc1	-5.8
O=C(CSc1ncnc2sc3c(c12)CCCCC3)NCC1CCCO1 (centres undefined)	-10.6
Cc1noc(C)c1S(=O)(=O)Nc1ccc2c(c1)CC(=O)N([C@@H](C)CO)C[C@H](C)[C@H](CN(C)S(=O)(=O)c1ccc(Cl)cc1)O2	?
COc1ccc(S(=O)(=O)N[C@H]2CCN(Cc3cccc(OCCO)c3)C2)cc1	15.4
CS(=O)(=O)N(CC(=O)Nc1ccc(F)c(F)c1)c1ccc(Cl)c(C(F)(F)F)c1	6.6
C[C@@H]1CN([C@H](C)CO)C(=O)c2cccc(NC(=O)CCCCCC(=O)Nc3ccccc3N)c2O[C@H]1CN(C)S(=O)(=O)c1ccc(Cl)cc1	-8.1

Two compounds picked at random from those above, as already listed:
SMILES	ROS inducer
CC(=O)c1cccc(NC(=O)Cn2cnc3c2c(=O)n(C)c(=O)n3C)c1	-12.9
COC(CNC(=O)c1ccc(CNC(=O)c2cccc(Br)c2)cc1)OC	5.5

(further entries)
SMILES	ROS inducer
C[C@@H]1CN([C@H](C)CO)C(=O)c2cc(NS(=O)(=O)c3ccc(F)cc3)ccc2O[C@@H]1CN(C)Cc1ccc(Oc2ccccc2)cc1	-3.4
COc1cc(C(C)=O)ccc1OCC(O)Cn1nc(C)c(C(C)=O)c1C (centres undefined)	-0.7
NS(=O)(=O)c1ccc(NC(=S)NCc2ccccn2)cc1	-0.4
Cc1cccc(C(=O)N2CCOCC2)c1	-14.0
COc1ccc(S(=O)(=O)N(C)C[C@H]2Oc3ccc(NS(=O)(=O)c4ccccc4)cc3C(=O)N([C@H](C)CO)C[C@H]2C)cc1	-6.4
Cc1noc(C)c1S(=O)(=O)Nc1ccc2c(c1)C(=O)N([C@H](C)CO)C[C@H](C)[C@H](CN(C)C(=O)Nc1ccc3c(c1)OCO3)O2	-10.0
COc1ccc(S(=O)(=O)Nc2ccc3c(c2)CC(=O)N([C@H](C)CO)C[C@@H](C)[C@H](CN(C)C(=O)Nc2ccc4c(c2)OCO4)O3)cc1	-2.7
Cc1ccc(S(=O)(=O)N(C)C[C@@H]2Oc3c(NS(=O)(=O)c4ccc(Cl)cc4)cccc3C(=O)N([C@H](C)CO)C[C@H]2C)cc1	6.8
Cc1ccc(S(=O)(=O)N(C)C[C@@H]2Oc3c(cccc3N(C)C)C(=O)N([C@H](C)CO)C[C@@H]2C)cc1	5.7
CC(C)N1CCC(=O)N(c2ccccc2)C1=O	-9.2
C[C@@H]1CN([C@@H](C)CO)C(=O)c2cc(NC(=O)Cn3cnnn3)ccc2O[C@@H]1CN(C)S(=O)(=O)c1cn(C)cn1	-12.6
O=C1C[C@@](C(=O)NCCN2CCOCC2)(c2ccc([N+](=O)[O-])cc2)[C@@H](c2ccc(CO)cc2)N1CC12CC3CC(CC(C3)C1)C2	38.2
O=C(O)CCCCCCC(=O)N/N=C/c1ccco1	-2.4
Cc1noc(C)c1S(=O)(=O)Nc1ccc2c(c1)CC(=O)N([C@@H](C)CO)C[C@H](C)[C@@H](CN(C)S(=O)(=O)c1cccs1)O2	14.3
CC(C)NC(=O)Nc1ccc2c(c1)C(=O)N([C@@H](C)CO)C[C@H](C)[C@@H](CN(C)C(=O)NC(C)C)O2	-24.0
c1ccc2[nH]c(Nn3cnnc3)nc2c1	-16.2
CC(C)NC(=O)Nc1ccc2c(c1)CC(=O)N([C@@H](C)CO)C[C@H](C)[C@@H](CN(C)Cc1ccncc1)O2	13.6
CN1C(=O)c2ccccc2NC(=O)[C@]12O[C@@H]2c1cccc(O)c1	14.0
O=c1cc(-c2ccc(O)c(O)c2)oc2cc(O)c(C3OC(CO)C(O)C(O)C3O)c(O)c12 (centres undefined)	-10.9
C[C@H]1CN([C@@H](C)CO)C(=O)c2cc(NS(=O)(=O)c3ccccc3)ccc2O[C@@H]1CN(C)C(=O)Nc1ccc2c(c1)OCO2	-2.1
CC(=O)N(CN1C(=O)c2ccccc2C1=O)c1ccc2ccccc2c1	-3.1
Cc1ccc(N2C(=O)C(C=NCc3ccc(C(=O)O)cc3)C(=O)NC2=S)cc1 (centres undefined)	-15.5
Cc1noc(C)c1NC(=O)Nc1ccc2c(c1)C(=O)N([C@@H](C)CO)C[C@@H](C)[C@H](CN(C)Cc1ccccc1)O2	-10.5
CC(C)NC(=O)N(C)C[C@H]1Oc2c(NS(C)(=O)=O)cccc2C(=O)N([C@H](C)CO)C[C@@H]1C	-6.2
Cc1noc(C)c1NC(=O)Nc1cccc2c1O[C@H](CN(C)S(=O)(=O)c1cccs1)[C@H](C)CN([C@H](C)CO)C2=O	-7.7
C[C@@H]1CN([C@H](C)CO)C(=O)c2cccc(N(C)C)c2O[C@@H]1CN(C)S(=O)(=O)c1cn(C)cn1	-3.3
O=C(Cc1ccc(Cl)cc1)N1CCN(c2ccc(F)cc2)CC1	11.8
O=C(NCCCN=C1NS(=O)(=O)c2ccccc21)c1ccco1	-5.5
COC(=O)C1=CO[C@@H](O[C@@H]2O[C@H](CO)[C@@H](O)[C@H](O)[C@H]2O)[C@@H]2[C@@H]3CN4CCc5c([nH]c6ccccc56)[C@]4(C[C@H]12)O3	-0.7
O=S(=O)(NCc1csc2ccc(Cl)cc12)c1cc(S(=O)(=O)c2ccccc2)cs1	11.2
CCCCN(CC)C(=O)c1sc2ncnc(N3CCN(c4ccc(OC)cc4)CC3)c2c1C	18.2
COc1ccccc1NC(=O)C(Cc1ccccc1)N1C(=O)C2C3C=CC(C3)C2C1=O (centres undefined)	4.3
CS(=O)(=O)N(CC(N)=O)c1cc(Cl)c(Cl)cc1Cl	-25.0
S=c1[nH]nc(-c2ccncc2)n1Cc1ccccc1	24.2
C[C@@H]1CN([C@H](C)CO)C(=O)c2cc(NC(=O)Nc3ccc4c(c3)OCO4)ccc2O[C@H]1CN(C)Cc1ccc(Cl)c(Cl)c1	14.8
Cc1noc(C)c1NC(=O)N(C)C[C@@H]1Oc2c(NC(=O)C3CCCCC3)cccc2C(=O)N([C@@H](C)CO)C[C@@H]1C	0.0
C[C@H]1CN([C@@H](C)CO)C(=O)Cc2cc(NC(=O)C3CC3)ccc2O[C@@H]1CN(C)S(=O)(=O)c1cn(C)cn1	-8.8
Cc1nc2c(C(=O)N3CCC4(CC3)OCCO4)c[nH]n2c(=O)c1Cc1ccccc1Cl	-3.2
Cc1noc(C)c1NC(=O)Nc1ccc2c(c1)C(=O)N([C@H](C)CO)C[C@H](C)[C@@H](CN(C)C(=O)C1CCCCC1)OCCCC[C@@H](C)O2	-3.7
COC(=O)CCCCCCC(=O)N/N=C/c1ccc(OC)cc1OC	28.8
CC(Sc1ncnc2nc[nH]c12)c1ccccc1Cl (centres undefined)	7.1
COc1ccccc1OCCNC(=O)c1ccc(S(=O)(=O)N(C)C)cc1	-2.2
C[C@H](CO)N1C[C@H](C)[C@@H](CN(C)S(=O)(=O)c2ccc(F)cc2)Oc2ccc(NC(=O)Cc3ccccc3)cc2C1=O	-8.5
CN(Cc1nc(-c2cccnc2)no1)S(=O)(=O)c1ccc(Br)cc1	-12.3
C[C@@H]1CN([C@H](C)CO)C(=O)c2cc(NS(C)(=O)=O)ccc2O[C@@H]1CN(C)S(C)(=O)=O	-1.8
COc1ccc(NC(=O)N(C)C[C@@H]2Oc3ccc(NS(=O)(=O)c4ccc(C)cc4)cc3C(=O)N([C@H](C)CO)C[C@H]2C)cc1	-7.0

These rows are one share of the data; the hit share may differ from the screen's.
